PPARg SRC1 recr: promotes SRC-1 coactivator recruitment by human PPARgamma. 200,000 compounds, 0.41% hits. activation, % at 8 µM. PPARgamma-SRC-1 coactivator recruitment biochemical assay. AID 631. P37231; in the data active = activation above about 19%;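 note: 0% = DMSO and 100% = reference agonist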
Target sequence (P37231 whole entry, looked up): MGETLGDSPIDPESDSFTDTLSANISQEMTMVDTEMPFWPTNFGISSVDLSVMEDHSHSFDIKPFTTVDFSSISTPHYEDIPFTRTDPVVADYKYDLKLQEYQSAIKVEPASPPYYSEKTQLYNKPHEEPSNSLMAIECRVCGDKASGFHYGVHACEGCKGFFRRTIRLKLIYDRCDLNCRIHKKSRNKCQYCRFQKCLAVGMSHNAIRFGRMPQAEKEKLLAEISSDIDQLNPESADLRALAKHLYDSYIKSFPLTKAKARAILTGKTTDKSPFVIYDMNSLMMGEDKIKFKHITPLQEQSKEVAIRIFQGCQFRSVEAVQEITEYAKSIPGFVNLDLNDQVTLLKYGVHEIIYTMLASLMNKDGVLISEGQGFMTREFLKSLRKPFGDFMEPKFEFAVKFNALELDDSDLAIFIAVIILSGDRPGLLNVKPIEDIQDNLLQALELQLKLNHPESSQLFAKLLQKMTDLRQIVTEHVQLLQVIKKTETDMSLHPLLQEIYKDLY
HMGR II inh: inhibitors of class II HMG-CoA reductase from Enterococcus faecalis. purified E. faecalis HMGR, NADPH absorbance 340 nm kinetic. inhibition, % at 10 µM. 190,000 compounds, 0.41% hits. AID 1066;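 active = inhibition above a set limit, the median over all tested compounds plus 3 SD, cut at about 9.5% in these data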;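 note: enzyme runs in reverse so mevalonate oxidation gives rising NADPH absorbance; 0% = complete reaction with DMSO and 100% = background rate lacking mevalonate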
PPARg SRC-2 ag: agonists of SRC-2 recruitment by human PPARgamma. AID 1032. P37231. activation, % at 8 µM. PPARgamma LBD-SRC-2 recruitment, biochemical. 200,000 compounds, 0.34% hits; in the data active = activation above about 22%;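 note: 0% = vehicle and 100% = reference agonist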
S1P3 antag: S1P3 (human) receptor antagonism; Q99500; CHO S1P3 NFAT-BLA reporter, FRET fluorescence, antagonist mode; inhibition, % at 4.98 µM; 170,000 compounds, 0.27% hits; AID 485;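 active = inhibition above the plate cutoff, the mean inhibition of test wells on that plate plus 3 SD, cut at about 28% in these data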;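 note: cells challenged with S1P at its EC80 of 0.8 µM; blue over green emission ratio from cleaved BLA substrate after 4 h stimulation; 0% = S1P-stimulated wells and 100% = unstimulated DMSO-only wells; some compounds past the cut are filed as inactive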
Target sequence (Q99500 whole entry, looked up): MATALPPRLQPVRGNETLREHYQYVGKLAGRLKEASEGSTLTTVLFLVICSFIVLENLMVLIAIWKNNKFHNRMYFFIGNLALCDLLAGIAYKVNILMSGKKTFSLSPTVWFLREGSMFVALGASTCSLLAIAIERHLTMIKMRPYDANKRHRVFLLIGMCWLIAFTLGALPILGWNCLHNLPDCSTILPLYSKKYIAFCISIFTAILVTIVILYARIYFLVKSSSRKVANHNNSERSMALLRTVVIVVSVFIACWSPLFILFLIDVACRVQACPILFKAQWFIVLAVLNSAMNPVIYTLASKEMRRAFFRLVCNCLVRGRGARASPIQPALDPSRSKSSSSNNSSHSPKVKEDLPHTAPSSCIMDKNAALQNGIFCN
bIAP inh: blocks bovine intestinal alkaline phosphatase activity | purified bovine IAP, CDP-star luminescence, 30 min | inhibition, % at 20 µM | 190,000 tested, under 10 active | AID 1019;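 active = over 50% inhibition of intestinal alkaline phosphatase at 20 µM in the single-dose screen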
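test system = bovine IAP enzyme | medium = DEA buffer 100 mM, pH 9.8, with MgCl2 1.0 mM, ZnCl2 0.02 mM | detection = luminescence | dosing = single compound dose of 20 µM, 2% DMSO final | incubation = 30 min reaction at room temperature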
ROMK primary: modulators of human ROMK potassium channel; P48048; Tet-inducible ROMK, thallium flux fluorescence; actives lie on both sides; B-score at 10 µM; 130,000 compounds, 2% hits; AID 1918;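 active = signal ratio slope over the read window, or its plate-corrected B-score, at least 3 SD from the plate mean, either direction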;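 note: B-score of the F/F0 ratio slope over 7 to 12 s after thallium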
Redox H2O2 prof: compounds producing H2O2 with reducing agent – biochemical, NIH compound library profiling, artefact control for MLSCN library redox annotation, primary screen | 200,000 compounds, 0.03% hits | AID 878 | DTT-dependent redox cycling H2O2, phenol red/HRP absorbance; 100% = 100 µM peroxide control, 0% = buffer | activation, % at 10 µM;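 active = activation of at least 50% relative to the plate's high and low controls in the primary single-dose screen; inactive = activation below 50%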;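 note: compound incubated with DTT at 0.8 mM final as the reducing agent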
SRC2 TRFRET art: TR-FRET artefact, counter-screen to PPARgamma/SRC-2 agonist assay; hits give high values; TR-FRET ratio at 8 µM; 200,000 compounds, 0.4% hits; AID 1049; in the data active = TR-FRET ratio above about 2000; note: inactives centre near 1500
RAM network inh: inhibitors of the yeast RAM network. inhibition, % at 50 µM. S. cerevisiae dse1pr::URA3 reporter, 5-FOA growth OD615, 2 d; analog-sensitive cbk1-as2 kinase mutant strain. AID 868. 190,000 compounds, 1.8% hits;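 active = inhibition above a set limit, 3 SD over mean compound inhibition, cut at about 8.4% in these data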;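 note: 0% = DMSO-only wells with no growth and 100% = 10 µM 1-NA-PP1 full growth; inhibition rescues growth on 5-FOA so higher OD means more RAM inhibition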
Lmaj promast: Leishmania major promastigote growth inhibition; Leishmania major promastigotes, resazurin fluorescence viability; inhibition, % at 10 µM; 200,000 compounds, 9% hits; AID 1063; in the data active = inhibition above about 50%;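 note: promastigotes grown with compound for 44 hours at 28 °C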
PPARg SRC3 recr: agonists of human PPARgamma SRC-3 coactivator recruitment | activation, % at 8 µM | 200,000 compounds, 0.26% hits | biochemical PPARgamma/SRC-3 coactivator recruitment assay | AID 731; in the data active = activation above about 23%;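 note: 0% = DMSO and 100% = reference agonist; some compounds past the cut are filed as inactive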
* hit, by the source's call.

The first 2 entries, to show the layout:
What do the screens show for `CCOC(=O)Cn1cnc(-c2ccc([N+](=O)[O-])cc2)c1`?
PPARg SRC1 recr: 12; HMGR II inh: -6; PPARg SRC-2 ag: 2; S1P3 antag: 4; bIAP inh: -1; ROMK primary: 1.2; Redox H2O2 prof: -0.1; SRC2 TRFRET art: 1694; RAM network inh: 0.1; Lmaj promast: 12; PPARg SRC3 recr: 2

How did NCCCC[C@H](N)c1nnc([C@H](CC(=O)O)NC(=O)C2CCNCC2)o1 do in these assays?
PPARg SRC1 recr: -5; HMGR II inh: -2; PPARg SRC-2 ag: 0; S1P3 antag: -14; bIAP inh: 0; Redox H2O2 prof: 1.9; SRC2 TRFRET art: 1763; RAM network inh: 0.4; Lmaj promast: -3; PPARg SRC3 recr: 5

This part in full, from the first entry:
What do the screens show for `CCOC(=O)Cn1cnc(-c2ccc([N+](=O)[O-])cc2)c1`?
PPARg SRC1 recr: 12; HMGR II inh: -6; PPARg SRC-2 ag: 2; S1P3 antag: 4; bIAP inh: -1; ROMK primary: 1.2; Redox H2O2 prof: -0.1; SRC2 TRFRET art: 1694; RAM network inh: 0.1; Lmaj promast: 12; PPARg SRC3 recr: 2

How did NCCCC[C@H](N)c1nnc([C@H](CC(=O)O)NC(=O)C2CCNCC2)o1 do in these assays?
PPARg SRC1 recr: -5; HMGR II inh: -2; PPARg SRC-2 ag: 0; S1P3 antag: -14; bIAP inh: 0; Redox H2O2 prof: 1.9; SRC2 TRFRET art: 1763; RAM network inh: 0.4; Lmaj promast: -3; PPARg SRC3 recr: 5

How did CCCN(CCC)S(=O)(=O)c1ccc(NS(C)(=O)=O)cc1 do in these assays?
PPARg SRC1 recr: -1; HMGR II inh: -6; PPARg SRC-2 ag: 11; S1P3 antag: -15; bIAP inh: 7; ROMK primary: -0.54; Redox H2O2 prof: 0.5; SRC2 TRFRET art: 1609; RAM network inh: 0.7; Lmaj promast: -6; PPARg SRC3 recr: -7

Results for COc1cc(CNC2CCCC2)cc(OC)c1OC ?
PPARg SRC1 recr: 2; HMGR II inh: -3; PPARg SRC-2 ag: -10; S1P3 antag: -5; bIAP inh: 11; ROMK primary: 0.0014; Redox H2O2 prof: 2.0; SRC2 TRFRET art: 1414; RAM network inh: -1.4; Lmaj promast: 3; PPARg SRC3 recr: -3

Results for O=C1c2ccccc2C(Nc2ccc(S(=O)(=O)N3CCOCC3)cc2)N1c1ccccn1 (stereo not drawn) ?
PPARg SRC1 recr: -6; HMGR II inh: 4; PPARg SRC-2 ag: 3; bIAP inh: 2; Redox H2O2 prof: -0.4; SRC2 TRFRET art: 1536; RAM network inh: 1.9; Lmaj promast: 1; PPARg SRC3 recr: 13

Results for CCOc1ccc2c(c1)nc(SCC(=O)c1cccs1)n2C ?
PPARg SRC1 recr: 3; HMGR II inh: 0; PPARg SRC-2 ag: 6; bIAP inh: -4; Redox H2O2 prof: 13; SRC2 TRFRET art: 1436; RAM network inh: 1.1; Lmaj promast: -2; PPARg SRC3 recr: 5

How did C=CCn1c(=O)c2ccccc2n2c(SCc3nnc(-c4ccccc4Br)o3)nnc12 do in these assays?
PPARg SRC1 recr: 1; HMGR II inh: -3; PPARg SRC-2 ag: 7; S1P3 antag: -13; bIAP inh: -17; Redox H2O2 prof: -2.6; SRC2 TRFRET art: 1717; RAM network inh: 1.5; Lmaj promast: -2; PPARg SRC3 recr: -1

What do the screens show for `O=C(NC(=S)Nc1ccc(S(=O)(=O)Nc2nccs2)cc1)c1ccccc1`?
PPARg SRC1 recr: 9; HMGR II inh: -1; PPARg SRC-2 ag: 5; S1P3 antag: -18; bIAP inh: 3; Redox H2O2 prof: -0.1; SRC2 TRFRET art: 1692; RAM network inh: 2.4; Lmaj promast: -9; PPARg SRC3 recr: 0

How did CCc1cccc2c(-c3csc(=NC)n3C)c[nH]c12 do in these assays?
PPARg SRC1 recr: 4; HMGR II inh: -3; PPARg SRC-2 ag: 4; S1P3 antag: -20; bIAP inh: -12; ROMK primary: 0.044; Redox H2O2 prof: -0.1; SRC2 TRFRET art: 1723; RAM network inh: 0.7; Lmaj promast: 3; PPARg SRC3 recr: 4

How did CN1/C(=C\C(=O)CN2C(=O)NC3(CCCCCC3)C2=O)C(C)(C)c2ccccc21 do in these assays?
PPARg SRC1 recr: 7; HMGR II inh: 2; PPARg SRC-2 ag: 0; bIAP inh: 8; ROMK primary: -2.8*; Redox H2O2 prof: -0.1; SRC2 TRFRET art: 1638; RAM network inh: 0.0; Lmaj promast: 96*; PPARg SRC3 recr: -5

How did CCCCNC(=O)COC(=O)c1ccc(NC(C)=O)cc1 do in these assays?
PPARg SRC1 recr: 6; HMGR II inh: 1; PPARg SRC-2 ag: 6; S1P3 antag: -19; bIAP inh: 5; ROMK primary: 0.09; Redox H2O2 prof: -0.1; SRC2 TRFRET art: 1568; RAM network inh: 3.0; Lmaj promast: -2; PPARg SRC3 recr: 8

Results for COc1ccc(N2CC(C(=O)N/N=C/c3ccccc3)CC2=O)cc1 (stereo not drawn) ?
PPARg SRC1 recr: 1; HMGR II inh: -7; PPARg SRC-2 ag: 5; S1P3 antag: 21; bIAP inh: 6; ROMK primary: -0.36; Redox H2O2 prof: -1.2; SRC2 TRFRET art: 1599; RAM network inh: 0.9; Lmaj promast: -2; PPARg SRC3 recr: 1

How did COc1ccc(CC(=O)OCC(=O)NCc2ccccc2Cl)cc1OC do in these assays?
PPARg SRC1 recr: -4; HMGR II inh: -1; PPARg SRC-2 ag: 6; S1P3 antag: -9; bIAP inh: 1; ROMK primary: 0.79; Redox H2O2 prof: 0.2; SRC2 TRFRET art: 1560; RAM network inh: -0.3; Lmaj promast: -9; PPARg SRC3 recr: -1

How did COC(=O)COc1ccc2occ(C(C)=O)c2c1 do in these assays?
PPARg SRC1 recr: 4; HMGR II inh: 2; PPARg SRC-2 ag: -1; S1P3 antag: -12; bIAP inh: 9; ROMK primary: 0.019; Redox H2O2 prof: -3.3; SRC2 TRFRET art: 1686; RAM network inh: 1.8; Lmaj promast: -2; PPARg SRC3 recr: -7

What do the screens show for `COc1cc2c(=O)n(Cc3ccco3)c(=O)n(CC(=O)c3cccc(Br)c3)c2cc1OC`?
PPARg SRC1 recr: 5; HMGR II inh: -2; PPARg SRC-2 ag: 1; S1P3 antag: 24; bIAP inh: 1; Redox H2O2 prof: 1.2; SRC2 TRFRET art: 1589; RAM network inh: 4.3; Lmaj promast: 1; PPARg SRC3 recr: -1

How did CCN(CC)S(=O)(=O)c1ccc2c(c1)nc(SCc1nc3ccsc3c(=O)[nH]1)n2CC do in these assays?
PPARg SRC1 recr: 11; HMGR II inh: 2; PPARg SRC-2 ag: 0; S1P3 antag: -11; bIAP inh: -30; ROMK primary: 0.12; Redox H2O2 prof: 0.3; SRC2 TRFRET art: 1638; RAM network inh: 6.9; Lmaj promast: 2; PPARg SRC3 recr: 5

How did O=S1(=O)CC(O)C(N2CCC(c3ccccc3)CC2)C1 (stereo not drawn) do in these assays?
PPARg SRC1 recr: -1; HMGR II inh: -5; PPARg SRC-2 ag: -4; S1P3 antag: 1; bIAP inh: 6; ROMK primary: 0.22; Redox H2O2 prof: 0.8; SRC2 TRFRET art: 1424; RAM network inh: 2.8; Lmaj promast: -6; PPARg SRC3 recr: 0

Results for CCOc1ccccc1N/C=C(\C#N)c1nc2ccccc2n1C ?
PPARg SRC1 recr: -2; HMGR II inh: 2; PPARg SRC-2 ag: 3; bIAP inh: -1; ROMK primary: 0.77; Redox H2O2 prof: 0.3; SRC2 TRFRET art: 1479; RAM network inh: 3.4; Lmaj promast: -3; PPARg SRC3 recr: 1

What do the screens show for `O=C(COC(=O)c1ccc(S(=O)(=O)NCc2ccco2)cc1)Nc1ccccc1OC(F)F`?
PPARg SRC1 recr: 0; HMGR II inh: -4; PPARg SRC-2 ag: 3; bIAP inh: -136; Redox H2O2 prof: -2.4; SRC2 TRFRET art: 1428; RAM network inh: 1.5; Lmaj promast: 31; PPARg SRC3 recr: -6

Results for O=C(COc1nc2ccccc2nc1N1CCOCC1)NCC(F)(F)F ?
PPARg SRC1 recr: -8; HMGR II inh: -8; PPARg SRC-2 ag: -6; S1P3 antag: -29; bIAP inh: 15; ROMK primary: -0.91; Redox H2O2 prof: 0.3; SRC2 TRFRET art: 1502; RAM network inh: -1.1; Lmaj promast: -5; PPARg SRC3 recr: -5

What do the screens show for `Cc1oc(-c2ccccc2F)nc1CN1CCC(C(=O)NCc2cccs2)CC1`?
PPARg SRC1 recr: 8; HMGR II inh: -8; PPARg SRC-2 ag: 0; S1P3 antag: 11; bIAP inh: -16; ROMK primary: -2.4; Redox H2O2 prof: 0.3; SRC2 TRFRET art: 1624; RAM network inh: 3.1; Lmaj promast: 4; PPARg SRC3 recr: 7

How did CC(C)C(C)(C#N)NC(=O)CSc1nncn1-c1ccccc1 (stereo not drawn) do in these assays?
PPARg SRC1 recr: 10; HMGR II inh: 0; PPARg SRC-2 ag: 7; S1P3 antag: -4; bIAP inh: -1; Redox H2O2 prof: -0.2; SRC2 TRFRET art: 1670; RAM network inh: 0.1; Lmaj promast: -1; PPARg SRC3 recr: 10

What do the screens show for `CCN(CC)c1cc(C)c2cc(NC(=O)c3cccs3)ccc2n1`?
PPARg SRC1 recr: 2; HMGR II inh: -1; PPARg SRC-2 ag: -6; S1P3 antag: 11; bIAP inh: 28; ROMK primary: -0.71; Redox H2O2 prof: 0.1; SRC2 TRFRET art: 1558; RAM network inh: 1.8; Lmaj promast: 24; PPARg SRC3 recr: -1

What do the screens show for `CCOc1ccc(CCNS(=O)(=O)c2cnc[nH]2)cc1OCC`?
PPARg SRC1 recr: -3; HMGR II inh: -3; PPARg SRC-2 ag: -3; S1P3 antag: -40; bIAP inh: -6; ROMK primary: 0.75; Redox H2O2 prof: -0.6; SRC2 TRFRET art: 1526; RAM network inh: -0.1; Lmaj promast: -3; PPARg SRC3 recr: -1

How did CCOC(=O)c1c(NC(=O)CSc2nnc(-c3cccnc3)o2)sc(C)c1C do in these assays?
PPARg SRC1 recr: -3; HMGR II inh: -4; PPARg SRC-2 ag: -2; S1P3 antag: 6; bIAP inh: 6; ROMK primary: -0.57; Redox H2O2 prof: 0.9; SRC2 TRFRET art: 1411; RAM network inh: 6.9; Lmaj promast: -7; PPARg SRC3 recr: 0

What do the screens show for `CN(C)S(=O)(=O)c1cccc(C(=O)NCCc2ccccc2)c1`?
PPARg SRC1 recr: -2; HMGR II inh: 0; PPARg SRC-2 ag: 8; S1P3 antag: -10; bIAP inh: 8; Redox H2O2 prof: -0.7; SRC2 TRFRET art: 1599; RAM network inh: 0.8; Lmaj promast: -4; PPARg SRC3 recr: -6

From PubChem BioAssay
